From PubChem BioAssay
A-T KAP1 phos – qHTS Assay for Identifying a Potential Treatment of Ataxia-Telangiectasia; Potency, µM (top dose mostly 57.5 µM), for the others: at the top dose activation, most hits filed as activators; […] A-T fibroblasts, KAP-1 phosphorylation AlphaLISA; neocarzinostatin DNA damage 30 min before lysis; 0.19% of 320,000 active; AID 485349, 2010; further: potency means the concentration at half of the fitted maximal effect; % of control where 0% means no effect; nearly all actives have a fitted effect of over 45% in size
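hTERT-immortalized A-T patient fibroblasts ([…]), 500 cells/well in OPTI-MEM, 1% FBS, got compounds for 60 min, then NCS for 30 min at 37C. Lysates were then assayed for phospho-KAP-1 by AlphaLISA (anti-pKAP1 donor, anti-KAP1 acceptor beads), 6 hr at 25C.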
TSHR antag – Antagonists of the Thyroid Stimulating Hormone Receptor: HTS campaign; activity change, negative = inhibition, % at 11.5 µM; Thyrotropin receptor (Homo sapiens), P16473; TSHR-expressing cells, TSH-stimulated cAMP HTRF, 2 h; stronger effect = lower value; 0.2% of 330,000 active; AID 504810, 2011;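 active means activity change below a set negative limit, meaning inhibition stronger than a set level, cut at about -70% in these data; inconclusive means activity change between two set negative limits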; further: on the % scale 0 is the no-effect control and ±100 the full control effect
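Cell-based HTRF cAMP assay; TSHR cells + compound, TSH EC80 (4nM final), 2 h, 37 deg C. Lysis with anti-cAMP cryptate and cAMP-d2, 30 min RT, read 665/620 nm.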
a7 integrin act – qHTS for Activators of Integrin-Mediated Alleviation for Muscular Dystrophy; Potency, µM (series often up to 38.3 µM), for inactives: at the top dose activation, most hits filed as activators; alpha7betagal myoblasts, beta-gal FDG fluorescence, 48 h; 0.064% of 350,000 active;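 further: potency means the concentration at half of the fitted maximal effect; 100% = response of the positive control SU9516; nearly all actives have a fitted effect of over 60% in size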
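Alpha7betagal+/- myoblasts (passage 13) were plated 16-24 hr, then exposed to compounds (1:260 dilution of DMSO stock) for 48 hours at 37C. After MPER lysis, β-galactosidase reporter activity was read as FDG fluorescence (ex 480/em 540) after 30 minutes.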
ELG1 repair inh – qHTS screen for small molecules that inhibit ELG1-dependent DNA repair in human embryonic kidney (HEK293T) cells expressing luciferase-tagged ELG1. HEK293T ELG1-luciferase reporter, luminescence, 16 h; DNA damage induced by 5-fluorouridine. Potency, µM (highest dose often 46.1 µM), inactives show at the top dose activity change, negative = inhibition, hits mostly inhibitors. 2.3% of 330,000 active. AID 504467, 2011; further: potency means the concentration at half of the fitted maximal effect; on the % scale 0 is the no-effect control and ±100 the full control effect; nearly all actives have a fitted effect of over 55% in size
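DMSO vehicle served as the neutral condition. Each well held 2,000 cells given 5-fluorouridine plus compound; after 16 hr at 37 °C/5% CO2, ONE-Glo was added and luciferase measured 30 min later.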
Mito fusion act – qHTS Assay for Small Molecule Inhibitors of Mitochondrial Division or Activators of Mitochondrial Fusion; S. cerevisiae fusion-defective mutant growth rescue, CellTiterGlo 48 h; AID 485298, 2010; Potency, µM (titrated, usually from 46.1 µM), for the others: at the top dose growth rescue (activation), usual class: activators; 0.23% of 320,000 active;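 further: potency means the concentration at half of the fitted maximal effect; % of control where 0% means no effect; nearly all actives have a fitted effect of over 45% in size; temperature-sensitive fusion mutants such as fzo1-1 at 37 °C on non-fermentable ethanol glycerol medium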
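Luminescent cell viability in 1536-well qHTS format served as the measure of rescued growth in ts fusion-mutant S. cerevisiae cultured on non-fermentable YPEG for 48 hours at 37C.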
TCR activator – Activators of T cell receptors: qHTS campaign. primary human leukocytes, anti-CD3, IL-2 HTRF, 48 h. AID 504894, 2011. 330,000 tested, under 10 active. Potency, µM (highest dose often 9.22 µM), for the others: at the highest dose activation of IL-2 secretion, actives largely listed as activators; further: % of control where 0% means no effect
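IL-2 release read by HTRF sandwich (Eu cryptate donor, d2 acceptor, 665 nm emission) after 48 hr exposure of primary human leukocytes to compound together with anti-CD3 beads in the absence of co-stimulatory signals.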
TSG101-PTAP inh – qHTS Assay for Iinhibitors of HIV-1 Budding by Blocking the Interaction of PTAP/TSG101. Tumor susceptibility gene 101 protein (Homo sapiens), Q99816. AID 493005, 2010. 340,000 tested, under 10 active. Potency, µM (doses to about 115 µM), without a hit: at the highest dose activity change, negative = inhibition, usual class: inhibitors. Fluorescence polarization, FITC-PTAP peptide / Tsg101 binding; active means well fitted inhibition curve with a large enough effect in the main read-out, with a control signal flat, not every such curve was filed as active; inconclusive means small, poorly fitted or top-dose-only effect, or effect the other way, or a change in a side signal; inactive means no such curve, though single readings can be large or run the other way; further: potency means the concentration at half of the fitted maximal effect; % of control where 0% means no effect
Target sequence (Q99816 whole entry, looked up): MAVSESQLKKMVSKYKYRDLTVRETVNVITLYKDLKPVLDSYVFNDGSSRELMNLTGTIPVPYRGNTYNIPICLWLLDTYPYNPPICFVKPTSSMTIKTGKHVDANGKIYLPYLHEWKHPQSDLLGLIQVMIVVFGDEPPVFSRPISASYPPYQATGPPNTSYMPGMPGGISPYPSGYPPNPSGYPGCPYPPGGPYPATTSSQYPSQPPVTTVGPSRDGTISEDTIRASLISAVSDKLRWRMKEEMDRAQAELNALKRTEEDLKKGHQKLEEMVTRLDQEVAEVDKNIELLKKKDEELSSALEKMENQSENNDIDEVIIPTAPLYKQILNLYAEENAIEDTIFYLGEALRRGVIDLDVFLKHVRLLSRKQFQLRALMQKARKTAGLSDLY
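FP read-out: FITC-PTAP peptide, 50 nM final, binding Tsg101 binding domain, 10 uM final; 20 min, r.t.; 10 mM HEPES pH 7.5, 0.15 M NaCl, 0.01% Tween 20, 3 mM EDTA, 0.1 mM TCEP.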
Eya2 phos inh – qHTS Assay for Inhibitors of the Phosphatase Activity of Eya2; Protein phosphatase EYA2 (Homo sapiens), O00167; recombinant Eya2, OMFP fluorescence dephosphorylation (OMFP is methylfluorescein phosphate); Potency, µM (top dose mostly 76.9 µM), without a hit: at the highest dose activity, negative = inhibition, hits mostly inhibitors; 0.006% of 330,000 active; AID 488837, 2010; further: potency means the concentration at half of the fitted maximal effect; on the % scale 0 is the no-effect control and ±100 the full control effect
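Eya2 (0.2 uM) preincubated 10 min at ambient with compound, then OMFP substrate added at 50 uM; 10 min reaction in 50 mM HEPES pH 7.5, 50 mM NaCl, 5 uM MgCl2, 0.05% BSA, 1 mM DTT. Fluorescence read at Ex 485/Em 525 nm.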
BCR signal inh – qHTS Assay to Find Inhibitors of Chronic Active B-Cell Receptor Signaling; Potency, µM (top dose mostly 46.1 µM), without a hit: top-dose ratio change, negative = lower green/red ratio, most hits filed as inhibitors; AID 493014, 2011; 0.05% of 340,000 active; ABC-DLBCL IkBa-CBG/CBR reporter, luminescence ratio, 4 h; active means well fitted inhibition curve with a large enough effect in the signal ratio, with a control signal flat, not every such curve was filed as active; inconclusive means small, poorly fitted or top-dose-only effect, or effect the other way, or a change in a side signal; the % refers to the signal ratio;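 further: potency means the concentration at half of the fitted maximal effect; plate controls were basal doxycycline-induced cells for no effect and cells given 10 µM MG132 for full effect; MG132 reads +100%, hits lower the ratio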
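TMD8 human ABC-DLBCL cells with doxycycline-inducible IκBα–green luciferase fusion and unfused red luciferase, in 0.5% FBS medium; compounds up to 46 uM, 4 h at 37C. Green/red luminescence ratio, filter-overlap corrected, fitted to concentration-response curves.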
Tb PFK inh – qHTS Assay to Find Inhibitors of T. brucei phosphofructokinase; ATP-dependent 6-phosphofructokinase (Trypanosoma brucei brucei), O15648; AID 485367, 2010; 0.17% of 330,000 active; Potency, µM (series often up to 57.5 µM), for inactives: at the highest dose activity, negative = inhibition, most hits filed as inhibitors; T. brucei PFK, ADP-Glo luminescence;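 further: potency means the concentration at half of the fitted maximal effect; 0% = uninhibited 1x PFK enzyme wells and -100% = no-enzyme wells; nearly all actives have a fitted effect of over 60% in size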
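1.25 nM PFK with 0.5 mM F6P and 0.1 mM ATP in 0.1 M TEA pH 8.0, 5 mM MgCl2, incubated 45 min at room temperature; ADP measured by ADP-Glo luminescence; compounds titrated up to 57 uM.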
S-ASM inh – Inhibitors of Secretory Acid Sphingomyelinase (S-ASM): qHTS; Potency, µM (doses to about 57.5 µM), for inactives: at the highest dose activity change, negative = inhibition, hits mostly inhibitors; AID 504937, 2011; 0.006% of 340,000 active; Sphingomyelin phosphodiesterase (Homo sapiens), P17405; placental ASM, HMU-PC fluorogenic substrate, 60 min; further: potency means the concentration at half of the fitted maximal effect
Target sequence (P17405 47-631 limits assumed): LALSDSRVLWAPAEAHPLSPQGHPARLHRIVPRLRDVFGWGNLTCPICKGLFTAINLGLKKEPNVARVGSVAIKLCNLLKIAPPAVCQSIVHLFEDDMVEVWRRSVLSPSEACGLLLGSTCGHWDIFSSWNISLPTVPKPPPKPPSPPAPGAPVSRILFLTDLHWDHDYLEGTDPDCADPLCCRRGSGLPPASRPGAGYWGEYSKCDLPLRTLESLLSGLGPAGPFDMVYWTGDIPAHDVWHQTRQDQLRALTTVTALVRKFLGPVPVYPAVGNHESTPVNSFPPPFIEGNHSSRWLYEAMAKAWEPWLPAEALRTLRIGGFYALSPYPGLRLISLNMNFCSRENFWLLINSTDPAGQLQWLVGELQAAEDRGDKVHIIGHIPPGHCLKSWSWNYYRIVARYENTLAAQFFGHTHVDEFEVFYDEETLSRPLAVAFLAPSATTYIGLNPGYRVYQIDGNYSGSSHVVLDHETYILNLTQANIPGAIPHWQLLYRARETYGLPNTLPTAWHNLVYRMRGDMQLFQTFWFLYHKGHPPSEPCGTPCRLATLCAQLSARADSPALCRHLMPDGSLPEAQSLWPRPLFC
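Steps: dispense placental human ASM, pin compound, wait 10 min at room temperature, add HMU-PC0 substrate at 9 uM final, incubate 60 min at 37 °C, add stop solution raising pH to 10, read fluorescence.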
* marks the source's active call; other numbers are inactive results; ? = inconclusive; . = no result given; & = joins results of further samples; [ ] = remark or other dose. Unless noted, the call rests on the fitted dose curve; in most records, active means well fitted curve in the direction sought with a large enough effect; inconclusive means small, poorly fitted or top-dose-only effect, or another doubt; inactive means no such curve, though single readings can be large; an effect the other way counts as inactive or inconclusive.

SMILES | A-T KAP1 phos | TSHR antag | a7 integrin act | ELG1 repair inh | Mito fusion act | TCR activator | TSG101-PTAP inh | Eya2 phos inh | BCR signal inh | Tb PFK inh | S-ASM inh
C=C(C)C1CC=C(C)/C(=N/NC(=O)c2ccc(NC(=O)c3cccc(C)c3)cc2)C1 (centres undefined) | -4% | -6 | 0% | ? | -5% | 2% | -3% | -5% | 0% | 0% | -4%
COc1cc(CC(=O)N(c2ccccc2)c2nc(C)cs2)cc(OC)c1OC | 3% | -3 | 32% | ? | 7% | -5% | 1% | 12% | 2% | -7% | 1%
CCN(Cc1ccccc1)C1CCN(Cc2ccc(SC)cc2)CC1 | 1% | 7 | -12% | ? | 5% | 6% | 0% | 3% | -6% | 3% | 3%
CCCn1nnnc1SCC(=O)N1CCCc2ccccc21 | -1% | 18 | -29% | ? | -5% | -1% | -1% | -26% | ? | -3% | 1%
COc1cc(/C=C2\SC(=O)N(CCNC(=O)c3cnc(C)cn3)C2=O)cc(OC)c1OC | -3% | -11 | -5% | ? | 0% | -1%[46.1 µM] | 1% | -18% | -15% | -3% | 6%
CCCC(=O)NC(=S)Nc1cccc(NC(=O)c2ccccc2Cl)c1 | -5% | -15 | 16% | ? | 9% | 2% | 0% | -5% | -12% | 3% | -6%
CN(C)/C=C/C(=O)c1ccc(Br)cc1 | 1% | -7 | ? | ? | 1% | 1% | -1% | -2% | ? | -1% | 1%
CN(C)S(=O)(=O)c1ccc(NC(=O)CN2CCc3ccccc32)cc1 | 9% | 3 | 34% | -5% | -2% | -2% | -1% | 5% | -4% | -24% | -2%
COc1cc(NC(=S)Nc2ccccn2)cc(OC)c1 | 4% | -3 | 20% | 5% | 6% | -3%[46.1 µM] | 0% | 0% | ? | -3% | 2%
COc1cccc(CN(C)C(=O)c2cccnc2SC)c1OC | -4% | 2 | ? | ? | 0% | 3% | -2% | 15% | -11% | -1% | 2%
COc1cc(OC)cc(C(=O)NNC(=O)CNC(=O)c2ccc(Br)o2)c1 | -2% | -4 | -10% | -2% | 1% | 1% | -1% | 10% | 0% | 21% | 2%
COc1cc2c(cc1OC)C[N+](C)(C)CC2 | -17% | 1 | 6% | -5% | 0% | -5% | -2% | -4% | -13% | 6% | 22%
O=C(Nc1ccc(Cl)cc1)OCCn1nnnc1C(c1ccccc1)N1CCOCC1 (centres undefined) | 1% | -7 | -4% | 1% | -8% | 0% | -4% | 6% | ? | 15% | -6%
S=C(NCc1ccco1)N1CCN(c2ccc(Cl)cc2)CC1 | 0% | -2 | 2% | ? | -3% | 3% | -6% | -14% | 0% | -1% | -2%
C=CCOC(=O)C1=C[C@@H](c2ccc3c(c2)OCO3)C[C@@H](OCc2ccc(CO)cc2)O1 | -2% | -3 | 4% | 25% | 23% | -2% | . | -3% | ? | -5% | 1%
CCN(CC)c1ccc(C(=O)OCC(=O)Nc2sccc2C#N)cc1 | 0% | 3 | -14% | ? | ? | 0%[46.1 µM] | 0% | -4% | ? | -8% | -4%
Cc1csc(NC(=O)/C=C/c2ccc3c(c2)OCO3)n1 | -2% | -7 | 2% | ? | 2% | -4%[46.1 µM] | 0% | -3% | ? | 3% | 2%
O=C(COC(=O)Cc1ccc(S(=O)(=O)N2CCOCC2)s1)Nc1ccc2c(c1)OCO2 | . | . | -12% | -12% | 0% | -4% | -3% | -3% | -7% | -3% | -1%
C=CCSc1nc2ccccc2n1C(=O)/C=C/c1ccc(OC)c(OC)c1 | 32µM* | -3 | -35%[inhibitor] | ? | 1% | -1% | 0% | 14% | ? | -6% | -8%
Clc1nc(Oc2ccccc2)nc(-c2cn(-c3ccccc3)c3ccccc23)n1 | -4% | -11 | 10% | 3% | 0% | 4% | -1% | 4% | 7% | 4% | 2%
O=C(Nc1ccc2oc(-c3ccccc3F)nc2c1)c1ccco1 | 17% | -2 | -30%[inhibitor] | ? | -14% | -1% | 0% | 20% | -3% | 11% | 1%
CS(=O)(=O)N(CC(=O)Nc1ccc(S(=O)(=O)N2CCOCC2)cc1)c1ccccc1Br | -3% | 11 | -18% | -11% | -5% | 3% | -6% | 9% | ? | 3% | 5%
COc1ccccc1C(=O)NNC(=O)c1ccc(Br)cc1 | 0% | 2 | 2% | ? | 4% | . | -2% | -12% | ? | 1% | -2%
CNC(=S)NNC(=O)c1ccccc1Cl | -3% | -3 | 8% | 0% | -4% | -12% | -2% | 1% | -1% | 3% | -4%
O=C(COC(=O)CSc1ccc([N+](=O)[O-])cc1)NCCCc1ccccc1 | -5% | -4 | -33% | 12% | -1% | 0% | -5% | -3% | ? | -4% | -2%
Fc1ccc(NC(=S)Nc2cc(Cl)ccc2Cl)cc1 | 6% | 2 | 2% | -2% | 0% | 2% | 0% | -3% | 3% | -7% | 4%
CCCNC(=O)c1ccc(N2CCC3(CC2)CC(c2cccc(Br)c2)=NO3)c(NC(=O)c2ccc(Cl)c([N+](=O)[O-])c2)c1 | -11% | -11 | 32% | ? | -6% | -6% | -2% | -7% | -2% | -12% | 1%
Cc1ccc(NC(=O)c2ccc3c(c2)N(CC(=O)N2CCCCC2)C(=O)C(C)(C)O3)cc1 | 3% | -10 | 4% | 13µM* | 6% | 4% | -11% | -23% | 17% | 1% | -2%
OCCN1CCN(c2nc(-c3ccccc3)c3cc(Cl)ccc3n2)CC1 | -2% | 6 | -56%[inhibitor] | 8% | -8% | -7% | -3% | -4% | -14% | -2% | -4%
COc1ccc(CNc2ccc(S(N)(=O)=O)cc2)cc1 | 1% | 18 | -5% | 27% | -5% | 12%[46.1 µM] | 0% | 2% | 0% | 0% | 2%
O=C(c1ccc(Cl)c(S(=O)(=O)N2CCCC2)c1)N1CCOCC1 | 5% | 2 | 28% | 9% | 2% | -1% | 1% | 13% | -4% | 1% | -3%
O=S(=O)(/N=C(\c1ccccc1)N1CCOCC1)c1cccs1 | 6% | -10 | -12% | 2% | 3% | 0% | -1% | -1% | -1% | 2% | 3%
COc1cc(/C=C(\C#N)C(=O)Nc2cccc(C(=O)O)c2)ccc1OCc1ccc(Cl)cc1 | -1% | -23 | -23% | ? | -9% | 2% | -4% | -17% | -4% | -3% | -1%
Cc1cccc(CN2C(=O)c3ccccc3Sc3ccc(C(=O)O)cc32)c1 | 9% | -5 | -7% | -1% | 2% | 6% | -1% | 0% | 12% | 2% | 9%
Cc1ccc(C2c3sc(=O)[nH]c3SC3C4CC(C5C(=O)N(C(C)C(=O)O)C(=O)C45)C23)cc1 (centres undefined) | 4% | -1 | 31% | 2% | -5% | 3%[46.1 µM] | -5% | -7% | 2% | 11% | 10%
OCCO | -29% | 11 | 18% | 15% | . | 2% | 2% | 10% | 0% | 2% | -2%
COc1ccc(NC(=O)CNS(=O)(=O)c2cccs2)c(OC)c1 | 7% | 14 | 18% | ? | -2% | -5% | -3% | -25% | -2%&2% | -3% | 7%
COc1ccc(CNC(=O)c2cc(-c3ccccc3O)n[nH]2)cc1 | 2% | 4 | -3% | ? | -2% | . | -6% | -6% | ? | 7% | 2%
O=C(CCN1CCOCC1)Nc1cccc(Br)c1 | 3% | -6 | 4% | 0% | 0% | 0% | -3% | 15% | 14% | 1% | 1%
Cc1ccc(-c2ccc(CCC(=O)O)n2Cc2ccco2)cc1 | . | 4 | 8% | -2% | 2% | -9% | -1% | -1% | ? | 2% | 41%[activator]
CC(=O)Nc1c(C(=O)N2CCCCCC2)cnn1-c1ccccc1 | . | -8 | -1% | 17% | -1% | -1% | -2% | 13% | -12% | 1% | 3%
